ANO1 activ = TMEM16A chloride channel activators or potentiators, primary screen, cell-based, HTS | 340,000 compounds, 0.3% hits | HEK293 TMEM16A/YFP-H148Q/I152L, iodide quench fluorescence; stronger effect = lower value | B-score at 10 µM;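 active = fluorescence-ratio B-score plate-corrected deviation score at least 3 library SD below zero, with starting fluorescence score within 5 deviations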;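 also: channel opened by trigger with iodide after compound preincubation; score built on the fluorescence ratio of max minus min over baseline; more negative score means more quench and so TMEM16A activation or potentiation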
MrgX1 antag = antagonists of human MrgX1 receptor, primary screen, HEK293 cells, Fluo-4 calcium flux; 310,000 compounds, 1.3% hits; Mas-related G-protein coupled receptor member X1 (Homo sapiens), Q96LB2; B-score at 10 µM; BAM8-22 antagonism; stronger effect = lower value;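 active = calcium-response B-score plate-corrected more than 3 library SD below zero, starting fluorescence within 5 deviations, no agonist response on first addition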;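 also: peak minus trough fluorescence over baseline after final BAM8-22 challenge near maximal dose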
MrgX1 ag = agonists of human MrgX1 receptor, primary screen, HEK293 cells, Fluo-4 calcium flux; Mas-related G-protein coupled receptor member X1 (Homo sapiens), Q96LB2; Fluo-4 calcium fluorescence, agonist mode; stronger effect = higher value; B-score at 10 µM; 310,000 compounds, 0.44% hits;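 active = calcium response B-score plate-corrected fluorescence ratio at least 3 library SD, with starting fluorescence B-score inside 5 SD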
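System: HEK293 cells stably expressing human MrgX1 receptor; Dosing: test compound in the initial addition of three; Schedule: overnight plating, then 30 min 37 °C plus 30 min room-temperature dye loading; Detection: kinetic calcium dye fluorescence, Fluo-4 NW; Controls: per-plate positive and negative controls for Z′ factor.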
ANO1 block = TMEM16A chloride channel inhibitors, primary screen, cell-based, HTS; Anoctamin-1 (Mus musculus), Q8BHY3; HEK293 TMEM16A/YFP iodide influx fluorescence, ionomycin; normalized B-score (activity score, 25-100; higher = stronger inhibition) at 10 µM; 310,000 compounds, 1.2% hits;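 active = ratio plate-corrected score three or more library SD toward inhibition, starting fluorescence score within five deviations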;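 also: score derived from kinetic fluorescence span divided by baseline fluorescence per well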
TRPC4 agonist = activators of mouse TRPC4 channel, primary screen, Fluo4 calcium, HEK293 TRPC4beta/mu-opioid cells | 310,000 compounds, 0.49% hits | Short transient receptor potential channel 4 (Mus musculus), Q9QUQ5 | B-score at 10 µM | Fluo4 calcium fluorescence; stronger effect = higher value | AID 2237, 2010;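 active = B-score above 5 SD of library B-scores, and initial fluorescence ratio not above library mean plus 5 SD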;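 also: positive B-score marks a calcium rise read as TRPC4 activation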
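Assay system: HEK293 stable line with TRPC4beta plus mu-opioid receptor; schedule: 45 min room-temperature Fluo4 loading, 110 s read; technique: kinetic Fluo4 calcium fluorescence; evaluation: integrated baseline-normalised fluorescence ratio, converted to per-well B score; controls: buffer (low) and maximal DAMGO (high)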
TRPC4 potent = positive allosteric modulators of TRPC4, primary screen, cell-based, mouse TRPC4beta, HEK293 mu-opioid, Fluo-4 calcium; AID 2227, 2009; 310,000 compounds, 0.42% hits; DAMGO EC20, Fluo-4 Ca2+ flux; stronger effect = higher value; B-score at 10 µM;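 active = B-score of calcium response area above 5 SD of library B-scores, with initial fluorescence ratio within 5 SD of library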;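 also: B-score of integrated fluorescence ratio over time as area under calcium response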
MrgX1 PAM = positive allosteric modulators of MrgX1, primary screen, HEK293 cells, Fluo-4 calcium flux | Mas-related G-protein coupled receptor member X1 (Homo sapiens), Q96LB2 | FDSS; stronger effect = higher value | B-score at 10 µM | 310,000 compounds, 0.63% hits;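 active = plate-corrected calcium response at least 3 library SD above typical, normal starting fluorescence, not activating the receptor alone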;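 also: compound read alongside a low EC10 to EC30 dose of BAM8-22 agonist; peak minus trough fluorescence over baseline measured at the second addition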
TRPC4 inh = inhibitors of mouse TRPC4 channel, primary screen, Fluo4 calcium, HEK293 TRPC4beta/mu-opioid cells. Short transient receptor potential channel 4 (Mus musculus), Q9QUQ5. DAMGO-evoked Fluo4 calcium flux; stronger effect = lower value. B-score at 10 µM. 300,000 compounds, 0.39% hits. AID 2247, 2010;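 active = B-score over 3 SD under the library average, no early fluorescence shift, positive overall ratio signal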
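Signal: kinetic Fluo4 fluorescence imaging of calcium influx. Material: stable TRPC4beta/mu-opioid receptor HEK293 cells. Probe or stimulus: DAMGO in two steps, submaximal then maximal.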
TRPC6 act = mouse TRPC6 channel activators, primary screen, cell-based, HEK293, membrane potential dye | Short transient receptor potential channel 6 (Mus musculus), Q61143 | HEK293-TRPC6 membrane potential dye fluorescence; stronger effect = higher value | B-score at 10 µM | 310,000 compounds, 0.13% hits;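 active = B-score of the integrated fluorescence ratio above library mean plus 3 SD, and starting fluorescence ratio within library mean plus 5 SD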;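 also: higher score means more depolarization so channel activation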
Target sequence (Q61143 whole entry, looked up): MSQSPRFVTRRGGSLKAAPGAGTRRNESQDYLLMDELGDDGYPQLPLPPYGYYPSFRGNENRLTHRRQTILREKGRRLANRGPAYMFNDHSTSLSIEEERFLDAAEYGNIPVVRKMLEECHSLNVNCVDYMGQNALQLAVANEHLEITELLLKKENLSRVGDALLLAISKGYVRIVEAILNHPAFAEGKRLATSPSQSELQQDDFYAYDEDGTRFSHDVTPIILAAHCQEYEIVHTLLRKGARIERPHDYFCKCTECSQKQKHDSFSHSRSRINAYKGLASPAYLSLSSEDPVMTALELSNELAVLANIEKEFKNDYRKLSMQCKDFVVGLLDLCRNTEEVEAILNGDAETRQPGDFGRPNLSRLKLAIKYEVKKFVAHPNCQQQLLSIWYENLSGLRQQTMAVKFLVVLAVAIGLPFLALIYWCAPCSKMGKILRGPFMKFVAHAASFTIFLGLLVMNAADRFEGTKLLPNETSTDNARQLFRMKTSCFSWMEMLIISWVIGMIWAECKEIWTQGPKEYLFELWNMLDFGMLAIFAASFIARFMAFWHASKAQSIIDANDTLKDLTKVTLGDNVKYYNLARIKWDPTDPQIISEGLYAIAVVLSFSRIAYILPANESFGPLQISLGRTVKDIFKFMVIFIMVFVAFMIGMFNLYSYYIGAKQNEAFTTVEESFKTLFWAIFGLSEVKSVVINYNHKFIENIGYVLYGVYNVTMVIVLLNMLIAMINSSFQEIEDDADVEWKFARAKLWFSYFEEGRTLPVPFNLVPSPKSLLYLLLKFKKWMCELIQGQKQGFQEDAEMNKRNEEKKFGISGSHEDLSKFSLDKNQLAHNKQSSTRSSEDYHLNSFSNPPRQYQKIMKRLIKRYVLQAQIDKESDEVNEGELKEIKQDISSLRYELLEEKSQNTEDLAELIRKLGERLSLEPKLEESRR
TRPC6 inhibitor = mouse TRPC6 channel inhibitors, primary screen, cell-based, HEK293, membrane potential dye. B-score at 10 µM. ACh-evoked depolarization; stronger effect = lower value. Short transient receptor potential channel 6 (Mus musculus), Q61143. 310,000 compounds, 1.1% hits;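 active = B-score under library mean minus 3 SD, initial fluorescence not abnormally high, positive integrated signal ratio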;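 also: B-score derived from integrated fluorescence ratio over the kinetic read; more negative B-score means stronger inhibition of depolarization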
SKKanGAS inh = S. pyogenes SKKanGAS growth inhibitors in kanamycin, primary screen, streptokinase expression inhibitor project, SKKanGAS strain, BacTiter-Glo luminescence; 6 h; AID 1662, 2009; inhibition, % at 7.5 µM; 300,000 compounds, 1.3% hits;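 active = mean replicate score, as percent of positive control median, at least 50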;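 also: strain carries kanamycin resistance gene driven by streptokinase promoter and grows in 40 µg/ml kanamycin; loss of luminescence reflects streptokinase promoter inhibition or plain growth inhibition; 0% = median of DMSO wells and 100% = positive control at its reference dose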
* hit, by the source's call; i = inactive; / = not tested or not shown.

mol | MrgX1 ag | SKKanGAS inh | ANO1 block | TRPC6 act | TRPC4 inh | TRPC4 potent | MrgX1 PAM | MrgX1 antag | TRPC4 agonist | ANO1 activ | TRPC6 inhibitor
O=C(C1CCN(S(=O)(=O)c2cccnc2)CC1)N1CCCCC1 | i | -2.9 | i | i | i | i | i | i | i | i | i
Cc1ccnc(NC(=O)c2sc3cc(Cl)ccc3c2Cl)c1 | i | -13.9 | i | i | i | i | i | i | i | i | i
O=c1c(S(=O)(=O)c2ccc(Cl)cc2)cn(Cc2ccccc2)c2ccc(F)cc12 | i | 2.8 | i | i | i | i | i | i | i | i | i
COc1ccc(NC(=O)CN(c2cc(C)cc(C)c2)S(=O)(=O)c2c(C)noc2C)cc1 | i | 1.2 | 100* | i | i | i | i | i | i | i | i
CCCOc1ccc(N2C(=O)CC(NCC(=O)OCC)C2=O)cc1 (stereo not given) | i | 2.6 | i | i | i | i | i | i | i | i | i
C=CCN(CC=C)C(=O)c1cccc(OC2CCN(S(=O)(=O)N(C)C)CC2)c1 | i | -3.2 | i | i | i | i | i | i | i | i | i
Cc1ccc(C(C)C)c(OCC(O)CN(C)Cc2ccccc2)c1 (stereo not given) | i | 8.1 | i | i | i | i | i | i | i | i | i
O=C(CN1C(=O)COc2ccc(Cl)cc21)NCC1CCCO1 (stereo not given) | i | -3.8 | i | i | i | i | i | i | i | i | i
CCc1csc(CCNC(=O)C2CCC(=O)N(Cc3ccccc3F)C2)n1 (stereo not given) | i | 0.4 | i | i | i | i | i | i | i | i | i
Cn1cccc1-c1cc(C(=O)N/N=C/c2ccccc2Cl)[nH]n1 | i | 5.5 | i | i | i | i | i | i | i | i | i
CN(CC(=O)Nc1ccc(F)cc1)CC(=O)Nc1ccc(F)c(F)c1F | i | 1.7 | i | i | i | i | i | i | i | i | i
CC(=O)Nc1nc(-c2ccccc2)ns1 | i | 4.7 | i | i | i | i | i | i | i | i | i
CCCCCCN=CC1=C(O)C(C(=O)OC)C(C)(C)CC1=O (stereo not given) | i | -2.5 | i | i | i | i | i | i | i | i | i
CC(=O)c1ccc(N2CCN(S(=O)(=O)c3c(C(=O)N4CCCC4)c(C)n(C)c3C)CC2)cc1 | i | -0.1 | i | i | i | i | i | i | i | i | i
CCCCN(CC)C(=O)/C=C/c1cccc([N+](=O)[O-])c1 | i | 2.3 | i | i | i | i | i | i | i | i | i
COc1ccc(S(=O)(=O)Cc2ccc(C(=O)N3CCC(C(N)=O)CC3)o2)cc1 | i | -4.7 | i | i | i | i | i | i | i | i | i
O=c1ccc(/C=C/c2ccccc2)nn1Cc1ccc(Cl)cc1Cl | i | -2.2 | i | i | i | i | i | i | i | i | i
Cc1ccc(C2=NCCn3c2c2ccccc2[n+]3[O-])cc1 | i | -0.3 | i | i | i | i | i | i | i | i | i
CCOc1ccccc1-n1c(SCC(=O)Nc2ccc(CC)cc2)nc2n[nH]c(C)c2c1=N | i | 21.4 | i | i | i | i | i | i | i | / | i
O=C(NCC1CCCO1)c1onc(CSc2cccc(Cl)c2)c1C(=O)O (stereo not given) | i | 7.1 | i | i | i | i | i | i | i | i | i
C/C(CC(=O)NCCc1ccccc1)=N\NC(=O)COc1ccc(Br)cc1 | i | -2.0 | i | i | i | i | i | i | i | i | i
CC(=O)Nc1cccc2c1C(=O)NC2=O | i | 0.1 | i | i | i | i | i | i | i | i | i
CCOCCc1nnc(NC(=O)CCC2CCCCC2)s1 | i | 6.9 | i | i | i | i | i | i | i | i | i
O=C(COC(=O)/C=C/c1ccc(OC(F)F)cc1)Nc1ccc(N2CCOCC2)cc1 | i | -2.2 | i | i | i | i | i | i | i | i | i
CC(C)(C)c1ccc(/C=C/C(=O)Nc2ccncc2)cc1 | i | -2.2 | i | i | i | i | i | i | i | i | i
COc1ccc(-n2c(Cn3c(=O)sc4ccccc43)nnc2SC)cc1 | i | -7.7 | i | i | i | i | i | i | i | i | i
COC(=O)c1c(C(C)=O)cnc2ccc(Br)cc12 | i | 4.1 | i | i | / | i | i | i | i | i | i
O=C(NC(=S)Nc1ccc(Cc2ccncc2)cc1)c1ccccc1F | i | 12.3 | i | i | i | i | i | i | i | i | i
N#CC1=C(N)SC(N)=C(C#N)C1c1ccc(C(F)(F)F)cc1 | i | 22.8 | i | i | i | i | i | i | i | / | i
Cc1onc(-c2ccccc2)c1C(=O)Nc1cccnc1 | i | -6.9 | i | i | i | i | i | i | i | i | i
COc1ccc(-c2c(C(C)=O)c(C)nc3sc4c(=O)n(-c5ccc(C)cc5)nnc4c23)cc1 | i | 10.0 | i | i | i | i | i | i | i | i | i
CCOC(=O)c1ccc(NC(=O)C(C)N2C(=O)c3ccccc3C2=O)cc1 (stereo not given) | i | -5.2 | i | i | i | i | i | i | i | i | i
COc1ccc(NC2CCCN(C(=O)c3ccccc3N3CCOCC3)C2)cc1OC (stereo not given) | i | 3.2 | i | i | i | i | i | i | i | i | i
COc1ccccc1/C=C/C(=O)OCC(=O)NCc1ccco1 | i | 3.3 | i | i | i | i | i | i | i | i | i
CC(C)Cn1c(=O)c(C(=O)Nc2cnccn2)c(O)c2ccccc21 | i | 3.4 | i | i | i | i | i | i | i | i | i
CN[C@H](CC(=O)O)C(=O)O | i | -2.6 | i | i | i | i | i | i | i | i | i
O=C(O)c1cnc(-c2ccccc2)nc1Sc1ccccc1 | i | 22.9 | i | i | i | i | i | i | i | i | i
CCC(C)(C)n1nnnc1C(c1cc2cc3c(cc2[nH]c1=O)OCO3)N1CCCCC1 (stereo not given) | i | -2.1 | i | i | i | i | i | -5.86* | i | i | -5.89*
O=C(COc1ccc2c(c1)CCC2)N1CCN(c2cccc(C(F)(F)F)c2)CC1 | i | 8.4 | i | i | i | i | i | i | i | i | i
CC(Sc1ncnc2sc(-c3ccccc3)cc12)C(N)=O (stereo not given) | i | 13.5 | i | i | i | i | i | i | i | i | i
CCc1ccc(CNC(=O)C2CC(=O)N(CCc3ccc(C)cc3)C2)cc1 (stereo not given) | i | -11.3 | i | i | i | i | i | i | i | i | i
Cc1c(C(=O)N/N=C/c2ccc(N3CCOCC3)cc2)nc2ccccn12 | i | 3.3 | i | i | i | i | i | i | i | i | i
Cc1nc(NC(=O)CCCC(=O)Nc2nc(C)c(C)s2)sc1C | i | 4.1 | i | i | i | i | i | i | i | i | i
O=C(NCCOc1ccccc1)C(=O)NCC1CCCO1 (stereo not given) | i | -10.9 | i | i | i | i | i | i | i | i | i
CCCCCc1cccnc1 | i | -15.9 | i | i | i | i | i | i | i | i | i
O=C(CCS(=O)(=O)c1ccc(Cl)cc1)N1CCCc2ccccc21 | i | -2.0 | i | i | i | i | i | i | i | i | i
CCS(=O)(=O)N1CCN=C1SCc1cccc(F)c1 | i | 7.6 | i | i | i | i | i | i | i | i | i
Cc1nc2cc(-c3cccs3)nn2c(NCC(C)(C)CN(C)C)c1C | i | -0.3 | i | i | i | i | i | i | i | i | i
CCCN(CC1CCCO1)C(=O)CCc1nnc(-c2cc(C)on2)o1 (stereo not given) | i | 0.8 | i | i | i | i | i | i | i | i | i
COC(=O)N/N=C/c1cccnc1 | i | 6.4 | i | i | i | i | i | i | i | i | i

Later entries
mol | MrgX1 ag | SKKanGAS inh | ANO1 block | TRPC6 act | TRPC4 inh | TRPC4 potent | MrgX1 PAM | MrgX1 antag | TRPC4 agonist | ANO1 activ | TRPC6 inhibitor
COc1ccc(OC)c(NC(=O)c2ccccc2N(C)S(=O)(=O)c2ccc(C)cc2)c1 | i | 19.7 | i | i | i | i | i | i | i | i | i
COc1ccc(Br)cc1CN1CCCCCCC1 | i | -6.4 | i | i | i | i | i | i | i | i | i
CCCCOc1ccc(CC(=O)NCC(=O)O)cc1 | i | -16.7 | i | i | i | i | i | i | i | i | i
Cc1ccc(S(=O)(=O)NCC(=O)NCC2CCCCC2)cc1C | i | -8.3 | i | i | i | i | i | i | i | i | i
CCC(C)(C)n1nnnc1CN(Cc1ccco1)Cc1cc2cc3c(cc2[nH]c1=O)OCO3 | i | 0.9 | i | i | i | i | i | i | i | i | i
CCCn1c(NC(=O)C23CC4CC(CC(O)(C4)C2)C3)nc2ccccc21 | i | 54.4* | i | i | i | i | i | i | i | i | i
CC(=O)Nc1ccc(S(=O)(=O)NCC2CCC(C(=O)N3CC(C)CC(C)C3)CC2)cc1 (stereo not given) | i | -2.8 | i | i | i | i | i | i | i | i | i
COc1ccc(-n2nc(C(=O)Nc3ccc(OC)c(OC)c3)c3c4ccccc4n(C)c3c2=O)cc1 | i | 9.7 | i | i | i | i | i | i | i | i | i
O=C(C1CC(=O)N(c2ccc(Cl)cc2)C1)N1CCCCCC1 (stereo not given) | i | -3.8 | i | i | i | i | i | i | i | i | i
CCOC(=O)N1CCC(N2CCCC(CO)(Cc3ccccc3C)C2)CC1 (stereo not given) | i | -8.2 | i | i | i | i | i | i | i | i | i
COc1ccc(-c2ccc(CCC(=O)O)n2CC(=O)Nc2cccc(OC)c2)cc1 | i | / | i | i | i | i | i | i | i | i | i
CC(C)Sc1oc(-c2ccco2)nc1S(=O)(=O)c1ccccc1 | i | -1.4 | i | i | i | i | i | i | i | i | i
O=C(CCN1C(=O)c2ccccc2C1=O)N1CCCCCC1 | i | 4.2 | i | i | i | i | i | i | i | i | i
O=C1CC(c2ccc(F)cc2)Cc2nc(NCc3ccco3)ncc21 (stereo not given) | i | -7.8 | i | i | i | i | i | i | i | i | i
Cc1nn(C)cc1/C=N/NC(=O)CSc1ccccn1 | i | 0.3 | i | i | i | i | i | i | i | i | i
Cn1c(=N)n(CC(=O)O)c2ccccc21 | i | -1.7 | i | i | i | i | i | i | i | i | i

Assay outcomes: PubChem BioAssay, several laboratories
